Source: PubChem
SUMO1 PPI mod – SUMO1-SIM interaction modulation | inhibition, % at 20 µM | SUMO1 binding to a labelled peptide, TR-FRET, 1 h | hit rate 0.33% among 360,000; in the data active means inhibition above about 37%
LMPTP inh – LMPTP (human) inhibition | P24666 | recombinant LMPTP-A, OMFP fluorogenic substrate, fluorescence intensity | inhibition, % at 20 µM | hit rate 0.22% among 360,000;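 active means compounds that cut the enzyme signal by at least half of the control window in the single-dose screen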;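 further: plate controls were DMSO wells with enzyme plus substrate for no effect and substrate without enzyme for full effect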
Target sequence (P24666 whole entry, looked up): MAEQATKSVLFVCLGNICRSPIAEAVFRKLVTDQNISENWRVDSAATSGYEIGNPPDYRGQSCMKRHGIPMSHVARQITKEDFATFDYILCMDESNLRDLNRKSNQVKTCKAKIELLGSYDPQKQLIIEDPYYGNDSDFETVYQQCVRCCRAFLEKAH
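Test system – LMPTP-A enzyme · Amount – LMPTP-A at 0.625 nM final in the reaction · Buffer or medium – Bis-Tris pH 6.0, DTT, detergent · Reagent – OMFP 400 µM · Doses – single 20 µM dose · Schedule – reaction 50 min, room temperature, dark · Detection – fluorescence intensity of OMFP turnover product · Evaluation – percent inhibition versus substrate-only and uninhibited controls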
STEP block – STEP (human) phosphatase inhibition; AID 588621; P54829; recombinant STEP, OMFP fluorogenic substrate, fluorescence; hit rate 0.25% among 360,000; inhibition, % at 20 µM;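 active means inhibition at 20 µM, scaled per plate between control wells, above about 37%, limit read from the data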;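 further: 0% = DMSO with enzyme and substrate and 100% = substrate only without enzyme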
Target sequence (P54829 whole entry, looked up): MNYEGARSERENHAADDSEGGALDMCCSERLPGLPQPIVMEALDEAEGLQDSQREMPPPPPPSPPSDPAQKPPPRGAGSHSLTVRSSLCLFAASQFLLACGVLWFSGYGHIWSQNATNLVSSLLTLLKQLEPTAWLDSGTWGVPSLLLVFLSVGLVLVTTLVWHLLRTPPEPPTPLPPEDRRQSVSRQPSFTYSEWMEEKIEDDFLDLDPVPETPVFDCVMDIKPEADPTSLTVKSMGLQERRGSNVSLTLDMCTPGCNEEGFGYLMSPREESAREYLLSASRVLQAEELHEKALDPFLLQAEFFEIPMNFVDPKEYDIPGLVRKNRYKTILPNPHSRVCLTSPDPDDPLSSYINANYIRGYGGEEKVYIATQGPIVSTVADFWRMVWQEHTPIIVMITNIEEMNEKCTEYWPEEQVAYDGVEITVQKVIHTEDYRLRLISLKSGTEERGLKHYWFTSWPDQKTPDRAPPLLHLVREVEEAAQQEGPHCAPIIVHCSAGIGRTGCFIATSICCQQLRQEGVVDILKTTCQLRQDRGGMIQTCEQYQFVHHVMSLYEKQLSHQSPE
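System: STEP (striatal-enriched tyrosine phosphatase) enzyme, cell-free; medium: Bis-Tris pH 6.0 buffer with DTT, detergent; dosing: 20 µM, 1% DMSO; times: reaction 20 min, ambient temperature; detection: fluorescence, 480/540 nm; read-out basis: normalized % inhibition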
DNMT1 block – DNMT1 (human) enzyme inhibition. DNMT1 molecular beacon, Hinp1I cleavage, fluorescence. inhibition (reported as % activation of signal), % at 10 µM. hit rate 0.83% among 360,000. AID 588458; in the data active means inhibition above about 50%
Rpn11 block – Rpn11 (human) deubiquitinase inhibition; O00487; human 26S proteasome, Ub4-pepOG fluorescence polarization; 20S core pre-blocked with epoxomicin; calls only at 20 µM; hit rate 0.59% among 360,000;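 active means inhibition at 20 µM, scaled to each plate's controls, above about 33%, limit read from the data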
Target sequence (O00487 whole entry, looked up): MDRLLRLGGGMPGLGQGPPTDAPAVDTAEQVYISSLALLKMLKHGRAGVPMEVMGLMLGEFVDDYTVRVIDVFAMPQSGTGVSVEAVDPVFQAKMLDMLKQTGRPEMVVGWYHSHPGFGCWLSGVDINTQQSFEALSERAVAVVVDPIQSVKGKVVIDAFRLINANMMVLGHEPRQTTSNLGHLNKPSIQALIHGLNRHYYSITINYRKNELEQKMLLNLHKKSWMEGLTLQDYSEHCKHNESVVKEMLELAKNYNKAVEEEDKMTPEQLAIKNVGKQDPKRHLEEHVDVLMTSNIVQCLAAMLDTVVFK
PABP1 MLLE inh – blocks PAM2 peptide binding to the PABP1 MLLE domain | P11940 | GST-MLLE / FITC-PAM2 fluorescence polarization | inhibition, % at 20 µM | hit rate 0.36% among 360,000 | AID 588489; in the data active means inhibition above about 35%, passing the limit was not always enough;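 further: plate controls were DMSO wells with GST-MLLE for no effect and wells lacking GST-MLLE protein for full effect; some results filed as inactive read as strong as hits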
TbMetRS inhib – blocks T. brucei methionyl-tRNA synthetase activity; purified T. brucei MetRS, ATP depletion, Kinase-Glo luminescence; inhibition, % at 11.9 µM; hit rate 0.4% among 360,000; AID 624268;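 active means inhibition above a per-plate cutoff of the control wells' mean inhibition plus 3 SD, cut at about 5.5% in these data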;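 further: 0% = DMSO wells median and 100% = median of wells with control inhibitor compound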
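Test system – parasite MetRS enzyme · Reagent – substrates ATP, L-methionine and bulk Escherichia coli tRNA · Doses – 11.9 µM compound single dose, 0.9% DMSO · Times – 15 min enzyme-compound preincubation, 2 h reaction, 10 min detection, 25 °C · Signal – Kinase-Glo luminescence, ATP depletion format · Controls – DMSO-only wells as low control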
Scp-1 inhibitor – Scp-1 (human) phosphatase inhibition | inhibition, % at 20 µM | hit rate 0.88% among 340,000 | Q9GZU7 | AID 493091 | Recombinant Scp1, phosphopeptide, malachite green phosphate absorbance;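 active means inhibition above about 50% at 20 µM, limit read from the data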;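 further: plate controls were DMSO wells with enzyme for no effect and wells lacking enzyme for full effect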
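Material – SCP-1 phosphatase catalytic domain, residues 76-261 · Buffer or medium – Acidic Tris acetate buffer with magnesium and detergent · Also added – Phospho 17-mer peptide substrate · Compound – single 20 µM dose, 1% DMSO · Times – 45 min room-temperature reaction, 5 min colour, 30 min stabiliser · Technique – Phosphate-binding colour reagent, absorbance read at 630 nm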
CSN deneddyl inh – inhibitors of human CSN-mediated cullin deneddylation; Q92905; Purified CSN, SCF-Nedd8-OG deneddylation, fluorescence polarization; inhibition, % at 12.5 µM; hit rate 0.38% among 360,000;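 active means pattern-corrected inhibition above about 35%, with an unprinted fluorescence ratio check between 0.5 and 1.5, limit read from the data, passing the limit was not always enough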;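 further: 0% = enzyme with substrate and 100% = substrate without enzyme; some results filed as inactive read as strong as hits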
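Test system: purified human Csn5 enzyme expressed in HEK293T cells. Amount: 0.24 nM enzyme. Reagent: SCFSkp2-Nedd8OG substrate at 10 nM final. Schedule: 90 min incubation of compound, enzyme and substrate at room temperature. Detection: fluorescence polarization. Read-out: % inhibition of substrate cleavage by Csn5.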
NadD block – inhibitors of Staphylococcus aureus NadD; AID 602399; inhibition, % at 20 µM; purified NadD enzyme, colorimetric absorbance read-out; hit rate 0.78% among 360,000; in the data active means inhibition above about 26%; further: some compounds past the cut are filed as inactive
* hit, by the source's call; i = inactive; nt = not tested or not shown.

Screens in order: TbMetRS inhib	Scp-1 inhibitor	Rpn11 block	NadD block	SUMO1 PPI mod	PABP1 MLLE inh	STEP block	LMPTP inh	DNMT1 block	CSN deneddyl inh
1. CCCN(CCC)Cc1c(C(=O)N/N=C/c2ccncc2)nnn1-c1nonc1N
    0.2	-10	i	-3	-6	-6	2	0.2	0	-5
2. O=C(CC[C@H]1O[C@@H](n2cnc3c(NC(=O)c4ccccc4)ncnc32)[C@H](O)[C@@H]1O)NCc1ccc(OC(F)(F)F)cc1
    -0.8	nt	i	0	3	21	-1	-0.7	4	-2
3. COc1ccc(OC)c2[nH]c(=O)c(CCNC(=O)c3cccs3)cc12
    2.4	-1	i	-3	0	-4	0	0.5	0	2
4. CCOC(=O)c1ccc(N2C(=O)C3C(/C=C/c4ccccc4)OC4(C(=O)c5ccccc5C4=O)C3C2=O)cc1 (stereo not drawn)
    -0.4	-9	i	7	2	0	0	0.4	-13	2
5. CCOC(=O)c1ccc(NC(=O)CSc2nc3sc(C(=O)O)c(C)c3c(=O)[nH]2)cc1
    0.1	3	i	7	18	-1	2	-0.1	-2	-2
6. CCOc1cccc(/C=N/NC(=O)c2cc(C3CC3)[nH]n2)c1O
    0.0	0	i	4	-13	8	-1	-0.7	2	-1
7. O=S(=O)(NC1=NCCCCC1)c1ccc2ccccc2c1
    -0.4	-6	i	-1	-2	3	-1	0.6	0	-2
8. COc1ccc(CNC(=O)CN(C(=O)CCC(=O)Nc2ccccn2)c2cccc(C)c2)cc1
    1.1	-1	i	-2	4	11	5	0.6	-1	2
9. CC(=O)N1CCN(S(=O)(=O)c2cccc(C(=O)OCc3ccc(F)cc3)c2)CC1
    -0.3	nt	i	9	0	1	0	-0.9	-4	-3
10. CCC(c1nnnn1-c1c(C)cccc1C)N1CCN(c2ccccn2)CC1 (stereo not drawn)
    -0.5	nt	nt	-7	3	nt	nt	1.2	nt	1
11. C=CCc1cc(C)ccc1OCCCC(C(=O)OCC)C(=O)OCC
    -1.0	-8	i	-1	2	1	-2	2.8	3	3
12. Cc1ccc(S(=O)(=O)NC2=NCN(CCN3CCOCC3)CN2)cc1
    0.2	-7	i	0	-1	-2	4	-4.0	-2	8
13. CCn1c(-c2cc(OC)c(OC)c(OC)c2)n[nH]c1=S
    0.1	-5	i	2	5	-40	-2	-1.5	3	4
14. CCCC1C2CN(C(C)C)CC=C2C(C#N)=C(N)C1(C#N)C#N (stereo not drawn)
    -0.9	-2	i	-1	-14	124	-11	0.0	7	-27
15. CC1S/C(=N/N=C/c2ccco2)NC1=O (stereo not drawn)
    -1.6	4	i	7	-5	2	-2	0.2	2	-3
16. Cc1ccc(NS(=O)(=O)c2c(C)[nH]c(C)c2C(=O)N2CCCCC2)c(Cl)c1
    8.4*	-4	i	3	-2	17	-1	0.5	1	-3
17. CCOC(=O)C1=C(COC(=O)C2CC(=O)N(c3ccc(C)cc3)C2)NC(=O)NC1C (stereo not drawn)
    -0.3	-5	i	-1	6	-5	-2	-0.4	4	2
18. CCCCNc1nnc(SCC(=O)c2c(N)n(C3CC3)c(=O)[nH]c2=O)s1
    -0.1	-9	i	0	4	7	-1	-1.5	1	-4
19. COC(=O)c1c(NC(=O)COC(=O)CNC(=O)c2ccco2)sc(C)c1C
    -0.5	-8	i	-3	-1	11	-1	0.0	1	-7
20. O=C(COC(=O)c1ccc[nH]c1=O)NCCC1=CCCCC1
    0.4	-5	i	1	3	10	-4	0.3	0	3
21. Cc1ccc2nc(-c3cccc(Cl)c3)c(Cc3ccccc3)n2c1
    -0.8	nt	nt	5	3	nt	nt	5.2	nt	2
22. N/C(=N\O)c1cn(Cc2ccccc2Cl)c2ccccc12
    -0.5	-9	i	-1	5	-3	7	1.2	1	-1
23. CC(=O)NCCC(=O)N(C)CC1CCN(CCc2cccc(C(F)(F)F)c2)CC1
    0.0	-2	i	-4	2	-7	0	-1.5	-6	-10
24. O=C(NCc1ccco1)c1ccc(C(=O)NCc2ccco2)cc1
    -0.4	5	i	3	18	-5	2	11	19	6
25. Cc1ccc(C)c(NC(=O)CN(C)C(C)C(=O)N2CCCC2)c1 (stereo not drawn)
    -0.5	2	i	0	1	-2	-4	3.5	2	0
26. CCn1nc(C(=O)Nc2ccc3c(c2)OCCO3)c2ccccc2c1=O
    0.3	nt	i	-4	-5	4	-3	1.0	-6	2
27. CCCCN1C(=O)C(CC(=O)NCC2CCCCC2)CC(C(=O)N(C)C)=C1C (stereo not drawn)
    0.9	nt	i	-2	-1	-5	-2	-2.9	3	-4
28. O=c1c(N2CCOCC2)nsnc1N1CCOCC1
    -0.9	-2	i	-5	-5	18	4	-1.1	-13	7
29. NC(=O)C1CCN(C(=O)c2ccc3c(c2)S(=O)(=O)c2ccccc2C3=O)CC1
    0.4	4	i	-2	-42	8	1	-0.8	0	3
30. COc1ccc(C(=O)NNC(=S)NC(=O)c2ccc(F)cc2)cc1Br
    -0.1	-46	i	4	12	13	2	1.0	0	-1

14 consecutive entries from above:
Screens in order: TbMetRS inhib	Scp-1 inhibitor	Rpn11 block	NadD block	SUMO1 PPI mod	PABP1 MLLE inh	STEP block	LMPTP inh	DNMT1 block	CSN deneddyl inh
17. CCOC(=O)C1=C(COC(=O)C2CC(=O)N(c3ccc(C)cc3)C2)NC(=O)NC1C (stereo not drawn)
    -0.3	-5	i	-1	6	-5	-2	-0.4	4	2
18. CCCCNc1nnc(SCC(=O)c2c(N)n(C3CC3)c(=O)[nH]c2=O)s1
    -0.1	-9	i	0	4	7	-1	-1.5	1	-4
19. COC(=O)c1c(NC(=O)COC(=O)CNC(=O)c2ccco2)sc(C)c1C
    -0.5	-8	i	-3	-1	11	-1	0.0	1	-7
20. O=C(COC(=O)c1ccc[nH]c1=O)NCCC1=CCCCC1
    0.4	-5	i	1	3	10	-4	0.3	0	3
21. Cc1ccc2nc(-c3cccc(Cl)c3)c(Cc3ccccc3)n2c1
    -0.8	nt	nt	5	3	nt	nt	5.2	nt	2
22. N/C(=N\O)c1cn(Cc2ccccc2Cl)c2ccccc12
    -0.5	-9	i	-1	5	-3	7	1.2	1	-1
23. CC(=O)NCCC(=O)N(C)CC1CCN(CCc2cccc(C(F)(F)F)c2)CC1
    0.0	-2	i	-4	2	-7	0	-1.5	-6	-10
24. O=C(NCc1ccco1)c1ccc(C(=O)NCc2ccco2)cc1
    -0.4	5	i	3	18	-5	2	11	19	6
25. Cc1ccc(C)c(NC(=O)CN(C)C(C)C(=O)N2CCCC2)c1 (stereo not drawn)
    -0.5	2	i	0	1	-2	-4	3.5	2	0
26. CCn1nc(C(=O)Nc2ccc3c(c2)OCCO3)c2ccccc2c1=O
    0.3	nt	i	-4	-5	4	-3	1.0	-6	2
27. CCCCN1C(=O)C(CC(=O)NCC2CCCCC2)CC(C(=O)N(C)C)=C1C (stereo not drawn)
    0.9	nt	i	-2	-1	-5	-2	-2.9	3	-4
28. O=c1c(N2CCOCC2)nsnc1N1CCOCC1
    -0.9	-2	i	-5	-5	18	4	-1.1	-13	7
29. NC(=O)C1CCN(C(=O)c2ccc3c(c2)S(=O)(=O)c2ccccc2C3=O)CC1
    0.4	4	i	-2	-42	8	1	-0.8	0	3
30. COc1ccc(C(=O)NNC(=S)NC(=O)c2ccc(F)cc2)cc1Br
    -0.1	-46	i	4	12	13	2	1.0	0	-1

Some entries already given, showing only NadD block and CSN deneddyl inh.
No.	Molecule	NadD block	CSN deneddyl inh
12	Cc1ccc(S(=O)(=O)NC2=NCN(CCN3CCOCC3)CN2)cc1	0	8
13	CCn1c(-c2cc(OC)c(OC)c(OC)c2)n[nH]c1=S	2	4

Next part.
Screens in order: TbMetRS inhib	Scp-1 inhibitor	Rpn11 block	NadD block	SUMO1 PPI mod	PABP1 MLLE inh	STEP block	LMPTP inh	DNMT1 block	CSN deneddyl inh
31. Cc1nn(C(=O)c2ccco2)c(C)c1Br
    -0.5	-3	i	-5	-3	-11	6	-1.1	3	1
32. CCC[C@H]1COCCS(=O)(=O)N1Cc1ccccc1
    -0.7	2	i	0	6	-7	0	-0.4	-3	3
33. CCc1ccc(NC(=O)c2ccccc2SC)cc1
    -1.1	-15	i	-9	-2	11	3	0.1	-1	-3
34. Cc1ccc(S(=O)(=O)N2CCC(=O)N(CCOCc3cccc(F)c3)CC2)cc1
    0.4	-8	i	-3	13	-8	1	-0.3	11	-2
35. COc1cccc(CN(C(=O)c2ccco2)C(C(=O)NC2CCCC2)c2cccnc2)c1 (stereo not drawn)
    -0.9	6	i	1	1	4	2	0.7	3	2
36. Cc1ccc(S(=O)(=O)N2CCC(C(=O)N3CCCC3C(=O)N[C@@H](CC(C)C)C(=O)NCC(N)=O)CC2)cc1 (stereo partly drawn)
    -0.3	4	i	-2	0	0	1	0.2	1	3
37. CN(C1CCCCC1)S(=O)(=O)c1ccc2c(c1)c(=O)c(C(=O)O)cn2C
    0.0	nt	i	-4	5	-8	-1	-0.3	0	1
38. CCn1c(-c2cccnc2Cl)nc2cc(C)c(C)cc21
    -1.1	-5	i	-1	2	0	0	0.3	-1	0
39. COc1cccc(-c2cc(C(=O)NCC3CCCO3)c3cc(C)cc(C)c3n2)c1 (stereo not drawn)
    -0.1	-5	i	2	-3	6	5	2.3	0	2
40. Cc1ccc(C(C[N+](=O)[O-])n2nc(C)cc2C)cc1 (stereo not drawn)
    -0.1	1	i	2	0	16	1	1.1	5	0
41. Cc1ccc(S(=O)(=O)N2CCOC2CNC(=O)C(=O)NCCc2ccc(S(N)(=O)=O)cc2)cc1 (stereo not drawn)
    -0.3	-2	i	2	3	-10	-2	-2.3	9	1
